HCV NS3 hel inh – inhibitors of HCV NS3 helicase, primary screen, biochemical, Cy5 molecular beacon fluorescence. inhibition, % at 10.9 µM. Hepatitis C virus NS3 helicase. 290,000 tested, 0.56% active. NS3 helicase DNA unwinding;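 active = inhibition above the mean of all tested compounds plus 3 SD, set per campaign, cut at about 35% in these data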;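 also: 0% = DMSO wells and 100% = thioflavine S control wells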
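assay system = NS3 helicase fragment of HCV | buffer or medium = MOPS pH 6.5, MgCl2, DTT, Tween20, BSA | timing = 60 min unwinding reaction at 25 °C after ATP addition | signal = Cy5 beacon fluorescence read at start and 1 h | read-out basis = % inhibition of unwinding | control set = low DMSO, high thioflavine S at 110 µM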
p-CIP stab down – p/CIP-EGFP fusion destabilizers, primary screen, fluorescence, F442A cells; Q05BA5; 290,000 tested, 0.01% active; decrease of EGFP signal, % at 10 µM; 16 h; AID 1984, 2009;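 active = EGFP signal decrease of at least 30% at 10 µM or well 3 SD below plate mean, unless failing retest; inactive = the rest, including hits failing retest or dose response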; also: some compounds called inactive have numbers as strong as hits; many of its hits are not listed in these tables
Target sequence (Q05BA5 1-1403): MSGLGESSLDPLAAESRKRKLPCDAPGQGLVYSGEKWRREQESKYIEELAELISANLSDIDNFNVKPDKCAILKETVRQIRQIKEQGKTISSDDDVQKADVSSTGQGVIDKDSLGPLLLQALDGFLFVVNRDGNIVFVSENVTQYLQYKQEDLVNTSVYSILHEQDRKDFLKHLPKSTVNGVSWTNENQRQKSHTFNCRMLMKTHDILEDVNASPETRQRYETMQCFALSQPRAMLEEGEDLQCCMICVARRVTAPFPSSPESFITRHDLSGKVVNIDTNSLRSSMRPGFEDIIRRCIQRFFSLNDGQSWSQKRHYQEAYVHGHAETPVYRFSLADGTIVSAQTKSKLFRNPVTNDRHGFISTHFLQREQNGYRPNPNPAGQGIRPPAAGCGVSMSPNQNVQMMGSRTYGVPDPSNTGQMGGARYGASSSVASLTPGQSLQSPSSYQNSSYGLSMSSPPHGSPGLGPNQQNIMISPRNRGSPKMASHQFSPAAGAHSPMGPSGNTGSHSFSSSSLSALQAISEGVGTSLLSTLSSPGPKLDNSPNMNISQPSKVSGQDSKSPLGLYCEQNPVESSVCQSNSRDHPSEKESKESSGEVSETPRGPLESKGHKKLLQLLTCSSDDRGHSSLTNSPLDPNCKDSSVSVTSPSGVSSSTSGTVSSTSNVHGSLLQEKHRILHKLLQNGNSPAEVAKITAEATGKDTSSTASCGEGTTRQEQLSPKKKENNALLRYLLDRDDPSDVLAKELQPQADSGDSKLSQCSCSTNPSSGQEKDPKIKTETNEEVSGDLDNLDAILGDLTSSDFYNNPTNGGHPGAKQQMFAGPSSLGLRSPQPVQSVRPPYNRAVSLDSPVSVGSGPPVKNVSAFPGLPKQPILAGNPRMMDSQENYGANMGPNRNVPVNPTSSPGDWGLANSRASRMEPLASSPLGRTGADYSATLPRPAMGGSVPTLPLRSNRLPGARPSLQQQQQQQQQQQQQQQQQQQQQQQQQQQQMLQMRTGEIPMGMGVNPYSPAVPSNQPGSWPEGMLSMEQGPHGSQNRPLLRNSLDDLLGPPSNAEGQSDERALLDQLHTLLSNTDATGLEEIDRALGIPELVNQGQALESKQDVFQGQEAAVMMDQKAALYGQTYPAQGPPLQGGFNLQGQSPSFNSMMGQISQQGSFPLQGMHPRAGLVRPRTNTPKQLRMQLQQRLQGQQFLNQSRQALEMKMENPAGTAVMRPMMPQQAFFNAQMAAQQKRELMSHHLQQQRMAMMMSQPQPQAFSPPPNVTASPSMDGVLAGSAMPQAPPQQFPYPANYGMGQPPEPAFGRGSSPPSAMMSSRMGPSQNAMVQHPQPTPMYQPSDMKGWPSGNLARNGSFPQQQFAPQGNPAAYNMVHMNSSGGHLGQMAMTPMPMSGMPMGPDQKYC
M18AAP inhibitor – PfM18AAP inhibitors, malaria aminopeptidase, primary screen, biochemical, QFRET, recombinant enzyme. H-Glu-NHMec fluorogenic cleavage. inhibition, % at 7.35 µM. 290,000 tested, 1.2% active;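 active = inhibition above the campaign mean inhibition over all tested compounds plus 3 SD, cut at about 28% in these data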;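 also: 0% = plate median of test compound wells and 100% = 2 mM ZnCl2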
FID counter – compounds displacing fluorescent DNA intercalator, primary screen, artefact control for HCV NS3 helicase inhibitor project, biochemical, FID fluorescence; DNA fluorescent intercalator displacement; inhibition, % at 7.9 µM; 290,000 tested, 0.17% active; AID 1845, 2009; in the data active = inhibition above about 37%;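 also: 0% = vehicle and 100% = reference compound; higher means more ethidium bromide displaced from hairpin DNA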
VIM-2 inhibitor – VIM-2 metallo-beta-lactamase inhibitors, primary screen, biochemical, epi-absorbance readout, Pseudomonas aeruginosa enzyme. inhibition, % at 5.6 µM. 290,000 tested, 0.89% active. purified VIM-2, nitrocefin hydrolysis, epi-absorbance fluorescence;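 active = inhibition above the mean of all tested compounds plus 3 SD, cutoff set per screening run, cut at about 7.5% in these data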;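 also: red hydrolysis product quenches plate fluorescence so inhibitors raise well fluorescence; 0% = enzyme with DMSO and 100% = DMSO without enzyme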
IDE cell inh – human IDE inhibitors in live cells, primary screen, fluorescence polarization, HEK cells, FAbetaB substrate. Insulin-degrading enzyme (Homo sapiens), P14735. FAbetaB cleavage. inhibition, % at 5.59 µM. 320,000 tested, 0.41% active. AID 434962, 2010;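 active = percent inhibition above the average of all tested compounds plus 3 SD, set per screening campaign, cut at about 16% in these data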;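 also: IDE supplied by intact live HEK cells; FP after avidin binding of uncleaved biotin substrate so inhibition keeps polarization high; 0% = DMSO wells and 100% = 60 µM reference IDE inhibitor Ii1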
SUMO HTRF inh – inhibitors of in vitro SUMOylation cascade, primary screen, biochemical, HTRF, uHTS; 290,000 tested, 0.36% active; AID 2006, 2009; SUMO-conjugating enzyme UBC9 (Homo sapiens), P63279; inhibition, % at 35 µM; HTRF SUMOylation assay, SAE1/SAE2 + UBC9; in the data active = inhibition above about 50%, passing the limit was not always enough; also: strong numbers were not always called active
IDE cell activ – human IDE activators in live cells, primary screen, fluorescence polarization, HEK cells, FAbeta-B substrate; FAbeta-B cleavage; 0% vehicle, 100% cell-free pure enzyme wells; activation, % at 5.96 µM; 340,000 tested, 0.073% active; AID 493087, 2011;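 active = activation above the mean of all tested compounds plus 3 SD, set per screening campaign, cut at about 17% in these data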
IMP-1 inhibitor – IMP-1 metallo-beta-lactamase inhibitors, primary screen, biochemical, epi-absorbance readout, Pseudomonas aeruginosa enzyme; metallo-beta-lactamase IMP-1 (Pseudomonas aeruginosa); AID 1556, 2009; inhibition, % at 5.6 µM; purified IMP-1, nitrocefin hydrolysis, epi-absorbance fluorescence; 290,000 tested, 0.45% active;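 active = inhibition above the mean plus 3 SD of all compounds in the same screening run, cut at about 4.5% in these data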;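 also: 0% = IMP-1 with DMSO and 100% = DMSO wells lacking enzyme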
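Assay system: purified IMP-1; Quantity: IMP-1 0.2 nM before substrate addition; Medium: HEPES buffer pH 7.1 with ZnSO4 and Brij 35; Incubation: 15 min enzyme–compound preincubation, then 25 min nitrocefin reaction, 25 °C; Signal: fluorescence quenching readout, ex 480/em 530 nm; Controls: DMSO with and without IMP-1; Repeats: singlicate testing.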
* marks the source's active call; other numbers are inactive results; x = no result given. Hits appear at their usual frequency; any-hit rate near 3.6%.

SMILES | HCV NS3 hel inh | p-CIP stab down | M18AAP inhibitor | FID counter | VIM-2 inhibitor | IDE cell inh | SUMO HTRF inh | IDE cell activ | IMP-1 inhibitor
COc1ccccc1N/C=C1/Sc2cc(Cl)ccc2NC1=O | 3 | -12 | -9 | 1 | -2.0 | -2 | 16 | x | -3.4
C/C(=N\NC(=S)NC1CCCCC1)c1ccc(C)o1 | 16 | 10 | 8 | -10 | -4.5 | -1 | 8 | 3 | -4.2
Cc1ccn2cc(-c3ccc(NS(=O)(=O)c4ccccc4)cc3)nc2c1 | -23 | 0 | 2 | -8 | 1.6 | 2 | -5 | -2 | -2.9
Cc1c(C)c2cc3c(C)coc3cc2oc1=O | 6 | -8 | -3 | -5 | 1.9 | 1 | 11 | 2 | -2.5
Nc1c(C(=O)NCc2ccc3c(c2)OCO3)nnn1-c1ccc(OC(F)(F)F)cc1 | -1 | -7 | -8 | -15 | -3.8 | 2 | 14 | 1 | 0.7
O=C(COC(=O)c1cc(-c2ccc(Cl)s2)nc2ccccc12)NCc1ccco1 | -6 | -13 | 6 | -8 | -1.8 | 3 | 43 | 0 | -2.2
CCCNc1nc2c(c(=O)[nH]c(=O)n2C)n1CCc1ccccc1 | 30 | 2 | -3 | -4 | 1.1 | 2 | -5 | -2 | -1.9
Nn1c(SCC(=O)Nc2ccc3c(c2)OCO3)nnc1C1CC1 | 3 | -9 | 5 | -1 | -2.2 | 1 | 11 | -2 | -2.6
CC(C)CN(C(=O)CN(C)S(=O)(=O)c1ccc(Cl)cc1)C1CCS(=O)(=O)C1 (stereo unspecified) | 1 | -8 | 0 | -22 | -3.2 | 6 | 10 | -5 | -0.8
COc1ccccc1N1CCN(C(=O)CCN2C(=O)c3cccc4cccc(c34)C2=O)CC1 | -3 | -16 | 3 | 1 | -1.9 | 6 | 16 | 0 | -1.6
CC1CCCCC12NC(=O)N(CC(=O)Nc1cccnc1Cl)C2=O (stereo unspecified) | 10 | -6 | -3 | -5 | 0.5 | x | -2 | 6 | 0.3
COc1ccccc1C(=O)Nc1nnc(-c2ccccc2)s1 | -11 | -1 | -10 | -24 | -0.5 | 1 | 19 | 4 | 1.4
CCOc1cc(NC(=O)c2cnccn2)c(OCC)cc1NC(=O)c1ccc(C)cc1 | 4 | x | 6 | -2 | -5.9 | x | x | x | -4.2
O=c1[nH]c(COc2ccc(Br)cc2Cl)nc2ccccc12 | 2 | -1 | 4 | -20 | -3.0 | 1 | 5 | 3 | -4.2
COC(=O)[C@@H]1CC[C@H](C)[C@@H](c2ccc(C)cc2)N1C(=O)c1ccc(/C=N/O[C@H](C)c2cn([C@@H]3COC[C@H]3O)nn2)cc1 | -32 | -19 | -5 | -59 | -2.1 | 1 | -10 | x | -2.4
CCc1cc(/C(Cc2ccccn2)=N\O)c(O)cc1O | 5 | -8 | 15 | -4 | -7.3 | -2 | 12 | 9 | -4.7
CC(=O)c1cc2c(ccc3ccccc32)oc1=O | 5 | -2 | 2 | 8 | 4.2 | x | 21 | 3 | -1.2
CC(C)c1ccc(/C=N/NC(=O)c2cccc(S(=O)(=O)N3CCOCC3)c2)cc1 | -13 | -1 | -2 | -6 | -0.9 | 8 | 13 | 5 | -1.9
O=C(NCC1CCCO1)C1CCCN1C(=O)Nc1ccc(Cl)c(Cl)c1 (stereo unspecified) | 17 | -7 | -9 | -5 | -4.2 | -1 | -4 | 2 | -2.5
CCOCCCNC(=O)c1c(-c2ccccc2)noc1C | -1 | -14 | 8 | -8 | 3.2 | -2 | -3 | 3 | 0.6
CCCCCN1CC(O)=C(c2nc(-c3ccc(Cl)cc3)cs2)C1=N | 0 | 0 | 0 | -9 | 0.4 | -2 | -8 | 0 | 0.5
CCC(C(=O)NCCc1ccc(OC)cc1OC)n1nc(C)n2c(cc3occc32)c1=O (stereo unspecified) | 26 | 2 | 4 | -43 | 0.4 | 2 | -11 | 5 | -2.3
CCn1c(SCC(=O)Nc2ccc(F)cc2)nc2ccccc2c1=O | 0 | -4 | -1 | -16 | -0.3 | 3 | 17 | 3 | -1.9
Cc1ccc2oc3c(c(=O)c2c1)C(c1cccc(Cl)c1)N(CCCN1CCOCC1)C3=O (stereo unspecified) | x | -12 | x | x | x | -4 | -2 | 0 | x
O=C(CN1CCC(NC(=O)c2ccccc2F)CC1)Nc1ccc2c(c1)OCO2 | 0 | -8 | -1 | 8 | 0.6 | 7 | 6 | 6 | -1.6
CCOC(=O)CCC(=O)Nc1ccccc1C(N)=O | -6 | 2 | -1 | 2 | 0.6 | 7 | -3 | -5 | -1.3
O=C(/C=C/c1ccccc1)N1CCCN(C(=O)/C=C/c2ccccc2)CC1 | 3 | -8 | -1 | -25 | 0.1 | 6 | 1 | -4 | -5.8
CSc1ccccc1NC(=O)CN1CCCCC1 | 1 | -18 | 1 | -1 | -2.3 | 3 | 7 | 2 | -1.2
COc1cc(/C=c2/sc3nc(-c4ccccc4)c(-c4ccccc4)n3c2=O)cc(OC)c1OC | 3 | 2 | 6 | -1 | -1.0 | -3 | 6 | -3 | -3.0
COc1ccccc1NC(CC(=O)c1ccccc1)C(=O)OCC(=O)c1ccc(Br)cc1 (stereo unspecified) | 18 | -6 | -43 | -10 | 1.1 | -1 | -10 | 4 | 0.3
CCN(CC(=O)NCc1ccc(F)cc1)CC(O)COCc1cccc(OC)c1 (stereo unspecified) | -5 | -3 | -4 | -1 | -4.1 | 2 | 17 | 2 | -3.5
Cc1ccc(/C(O)=C/C(=O)C(=O)NNC(=O)C(O)(c2ccccc2)c2ccccc2)cc1 | 30 | -16 | 7 | -22 | -4.1 | 3 | 10 | 2 | -3.4
Cc1nc(CN2CCC(c3ccccc3)CC2)cc(=O)[nH]1 | 0 | 6 | 0 | 3 | -3.6 | 1 | 0 | x | -1.7
CSc1nccc(Oc2cncc(Cl)c2)n1 | 10 | -5 | -2 | -3 | -3.1 | 0 | 11 | 1 | -1.2
O=C(CNC(=O)c1ccc(Br)cc1)NC1=NCCS1 | -1 | -5 | -10 | -2 | 0.4 | 2 | 13 | 5 | 0.7
COc1cc(/C=C/C(=O)NC2CCCCC2)cc(OC)c1OC | 8 | 5 | 1 | -20 | -1.5 | 1 | 3 | 0 | -0.5
COc1ccccc1NC(=O)c1c([N+](=O)[O-])cnn1C | 6 | -8 | 0 | -1 | -2.9 | 3 | 14 | 4 | -2.2
O=C(O)/C=C\C(=O)Nc1ccc(OCc2ccccc2)cc1 | -2 | -13 | 7 | 10 | -4.2 | -1 | 20 | -6 | -2.9
c1ccc(-c2nn[nH]n2)nc1 | -2 | -5 | 0 | 4 | -2.4 | 10 | 8 | -2 | -1.0
CCc1ccc(S(=O)(=O)Nc2c(C)nn(C)c2C)cc1 | 0 | 11 | 9 | -5 | -4.0 | 4 | 0 | 1 | -0.9
COc1cc(NC(=O)c2cc3ccccc3o2)c(OC)cc1Br | 3 | 0 | -6 | -2 | -0.7 | -1 | 16 | 10 | -2.4
CC(C)C(c1nnnn1Cc1cccs1)N1CCN(c2ccccc2)CC1 (stereo unspecified) | 5 | 10 | -3 | -9 | -4.0 | -3 | -26 | -1 | -2.9
Cc1cccc(NC(=O)CN2C(=O)/C(=C3\SC(=S)N(CC4CCCO4)C3=O)c3ccccc32)c1 (stereo unspecified) | 4 | 4 | -10 | 5 | -0.1 | -4 | 12 | 3 | -0.6
Cc1ccc(S(=O)(=O)N2CCCc3ccccc32)cc1C | -5 | -7 | 3 | -14 | 0.8 | -3 | -2 | 2 | 1.9
N=c1n(Cc2ccccc2)c2ccccc2n1CC(O)COc1ccccc1 (stereo unspecified) | -58 | -7 | 5 | 32 | -3.2 | 4 | -6 | 2 | -4.4
Cn1c(=O)c2ncn(CC(=O)N=Nc3c(O)[nH]c4ccccc34)c2n(C)c1=O | 13 | 0 | -4 | 7 | -0.8 | 0 | -1 | x | -1.4
CC(C)n1c(=O)[nH][nH]c1=S | -11 | 3 | 57* | 0 | -4.0 | 4 | 9 | x | -1.2
CCc1ccc(NS(=O)(=O)c2cc3[nH]c(=O)c(=O)[nH]c3cc2C)cc1 | 12 | 8 | -6 | -10 | 1.7 | -2 | 3 | 3 | 0.4
Cn1nc(C(=O)Nc2ccc(S(=O)(=O)N3CCCCC3)cc2)ccc1=O | 7 | -8 | -3 | -22 | -2.1 | -2 | 10 | 4 | -2.8
COCCn1c(SCC(=O)NC2CCCCC2)nnc1-c1ccco1 | 0 | -17 | -10 | -9 | 0.0 | 0 | 10 | 2 | -0.4
COc1cccc(NC(=O)CN(C)CC(=O)NC(C)c2ccccc2)c1 (stereo unspecified) | -2 | -18 | -8 | 0 | -3.7 | -1 | -22 | 4 | -3.6
Cc1nc2ccccc2n1CCOc1ccccc1 | -8 | -30 | -8 | 2 | -2.4 | 3 | 16 | 3 | -3.2
Cc1ccc2c(CSc3nc4nc(C)cc(C)n4n3)cc(=O)oc2c1 | -3 | -12 | -1 | -17 | 0.3 | 5 | 0 | -3 | 0.3
COc1ccc(CNC(=O)C2CCC(CNc3nc(=S)[nH]c4ccccc34)CC2)cc1 (stereo unspecified) | 4 | -10 | 4 | -7 | -4.0 | 6 | 31 | x | -3.2
Cc1cccc(C)c1Nc1nnc(SCc2cc([N+](=O)[O-])cc3c2OCOC3)s1 | -4 | -28 | 0 | -4 | -0.2 | 0 | 5 | -3 | -4.5
C=CCOC(=O)C1=C[C@@H](C2CCCCC2)C[C@@H](OCc2ccc(CO)cc2)O1 | 13 | -9 | -6 | -26 | -1.2 | 4 | 9 | 2 | -1.4
O=C(NCCCN1CCCC1=O)c1ccc2c(=O)n(-c3ccc(F)cc3)c(=S)[nH]c2c1 | 4 | 11 | -9 | 8 | 0.1 | -3 | -1 | x | -2.8

Two records picked at random from the list so far:
SMILES | HCV NS3 hel inh | p-CIP stab down | M18AAP inhibitor | FID counter | VIM-2 inhibitor | IDE cell inh | SUMO HTRF inh | IDE cell activ | IMP-1 inhibitor
Cc1ccc2c(CSc3nc4nc(C)cc(C)n4n3)cc(=O)oc2c1 | -3 | -12 | -1 | -17 | 0.3 | 5 | 0 | -3 | 0.3
Cc1cccc(C)c1Nc1nnc(SCc2cc([N+](=O)[O-])cc3c2OCOC3)s1 | -4 | -28 | 0 | -4 | -0.2 | 0 | 5 | -3 | -4.5
